Source: PubChem BioAssay (National Center for Advancing Translational Sciences (NCATS))
FBPA Giardia inh: Giardia lamblia aldolase inhibition | A8B2U2 | purified Giardia FBPA | Potency, µM (doses to about 59.6 µM), for inactives: top-dose activity, negative = inhibition, most hits filed as inhibitors | actives 0.71% (n = 290,000); note: potency is the fitted concentration of half-maximal effect; % is set by controls: 0 for no effect and ±100 for the full control effect; nearly all actives have a fitted effect of over 55% in size
Target sequence (A8B2U2 whole entry, looked up): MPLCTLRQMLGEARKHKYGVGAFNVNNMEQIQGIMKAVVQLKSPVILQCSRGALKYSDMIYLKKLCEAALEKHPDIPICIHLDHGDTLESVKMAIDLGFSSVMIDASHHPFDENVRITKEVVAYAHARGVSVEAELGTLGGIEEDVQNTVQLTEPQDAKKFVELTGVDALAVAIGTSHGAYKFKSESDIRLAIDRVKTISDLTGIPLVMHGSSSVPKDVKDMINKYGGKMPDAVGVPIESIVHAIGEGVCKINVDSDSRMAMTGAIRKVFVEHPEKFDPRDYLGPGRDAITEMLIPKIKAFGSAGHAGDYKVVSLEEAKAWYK
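40 nM FBPA preincubated 10 min at RT with compound (up to 57.5 uM final), then substrate plus GAPDH/TPI/NAD/arsenate coupling and diaphorase/resazurin added. Fluorescence read after 20 min at RT, 525/598 nm.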
Shiga inhibitor: Shiga toxin inhibition | AID 2315 | inhibition, % at 38.7 µM | actives 9.2% (n = 290,000) | Vero cells, Shiga toxin protein synthesis inhibition reporter; in the data active = inhibition mostly above about 28%, no sharp cut-off; inactive = mostly below about 43%; note: 0% is about no effect
Pf growth 48h: inhibits P. falciparum growth in the first generation, 48 h. actives 5.9% (n = 310,000). Potency, µM (titrated, usually from 28.7 µM), for inactives: at the highest dose activity change, negative = inhibition, hits mostly inhibitors. P. falciparum luciferase growth in erythrocytes, 48 h. AID 504832; note: potency is the fitted concentration of half-maximal effect; % is set by controls: 0 for no effect and ±100 for the full control effect
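Luciferase-expressing parasites in RBCs, 2% Hct / 0.1% parasitemia final; RPMI 1640 + 0.5% Albumax; 37 C, 5% CO2, one generation; luminescence read-out, lower signal = inhibition.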
Cycloheximide cs: counter-screen for Shiga toxin inhibitors: cycloheximide protein synthesis inhibition; max response, %; cell reporter, cycloheximide protein synthesis inhibition counterscreen; actives 12% (n = 300,000); in the data active = max response mostly above about 13%, no sharp cut-off; inactive = mostly below about 14%; note: read at 38.3 µM for the half of the compounds with a filed dose; 0% is about no effect
Sm TGR block: inhibitors of Schistosoma mansoni thioredoxin glutathione reductase; purified TGR, DTNB reduction, TNB absorbance 405 nm; AID 485364; Q962Y6; actives 3% (n = 360,000); Potency, µM (top dose mostly 114 µM), without a hit: top-dose activity change, negative = inhibition, most hits filed as inhibitors; note: potency is the fitted concentration of half-maximal effect; % is set by controls: 0 for no effect and ±100 for the full control effect; nearly all actives have a fitted effect of over 60% in size
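First, TGR (20 nM dispensed) and NADPH were mixed with compound. Second, a 15 min room-temperature incubation followed. Third, further NADPH and then DTNB were added to start the reaction. Finally, TNB absorbance was monitored kinetically.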
Pf growth 96h: inhibits malaria parasite growth, 96 h. Potency, µM (top dose mostly 28.7 µM), for inactives: at the highest dose activity change, negative = inhibition, usual class: inhibitors. P. falciparum luciferase reporter growth, 96 h. AID 504834. actives 6.9% (n = 320,000); note: potency is the fitted concentration of half-maximal effect; % is set by controls: 0 for no effect and ±100 for the full control effect
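Compounds incubated with erythrocytes infected by luciferase-expressing P. falciparum (2% hematocrit, 0.05% parasitemia final) for 96 hours, 37 C in 5% CO2. Growth inhibition scored as decreased luciferase luminescence.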
The depositor's hits bear a star; i = inactive; ? = inconclusive; · = not tested or not shown; & = joins results of further samples; [ ] = another dose, or the depositor's remark. Unless noted, calls come from the whole dose curve; as a rule, active = well fitted curve in the direction sought with a large enough effect; inconclusive = small, poorly fitted or top-dose-only effect, or another doubt; inactive = no such curve, though single readings can be large; an effect the other way counts as inactive or inconclusive. The order is random. About 24% of those tested had a hit in this group.

SMILES	FBPA Giardia inh	Shiga inhibitor	Pf growth 48h	Cycloheximide cs	Sm TGR block	Pf growth 96h
O=C(Cn1cnc2ccccc2c1=O)OCC(=O)c1ccc2c(c1)OCCO2	4%	-19	·	2	5%[11.4 µM]	-27%
O=C(CSC1=NS(=O)(=O)c2cc(F)ccc2N1)NCc1ccccc1	·	·	-23%	·	1%	-1%
Cc1c(C=O)c2ccccc2n1CCOc1ccccc1	-11%	32	?	11	6%	14%
COC(=O)CNC(=O)c1cccc(-c2ccc(OC)cc2)c1	-1%	80*	66%[activator]	36*	·	2.3µM*
COC(=O)c1c(NC(=O)C2C3CCC(O3)C2C(=O)O)sc2c1CCCCCC2 (stereo not drawn)	25%	12	?	0	2%	?
CCc1ccccc1NC(=O)Nc1cccn(Cc2ccccc2F)c1=O	-22%	-10	?	3	-3%	-16%
O=C(Cc1cccs1)Nc1cccc([N+](=O)[O-])c1	-5%	19	11%	23	·	?
OC1CCCN(CC(O)COC(c2ccc(F)cc2)c2ccc(F)cc2)C1 (stereo not drawn)	?	-3	2.6µM*	-5	-9%	2.1µM*
c1ccc(C2=NN(c3ccccc3)C(c3ccco3)C2)cc1 (stereo not drawn)	-3%	32	?	9	2%	?
CCOc1ccccc1NC(=O)CN1C(=O)COc2ccc(S(=O)(=O)N3CCOCC3)cc21	·	-5	-12%	-2	-9%&1%	0%

Ordered by molecular weight (low to high): part of the list above.
SMILES	FBPA Giardia inh	Shiga inhibitor	Pf growth 48h	Cycloheximide cs	Sm TGR block	Pf growth 96h
O=C(Cc1cccs1)Nc1cccc([N+](=O)[O-])c1	-5%	19	11%	23	·	?
Cc1c(C=O)c2ccccc2n1CCOc1ccccc1	-11%	32	?	11	6%	14%
c1ccc(C2=NN(c3ccccc3)C(c3ccco3)C2)cc1 (stereo not drawn)	-3%	32	?	9	2%	?
COC(=O)c1c(NC(=O)C2C3CCC(O3)C2C(=O)O)sc2c1CCCCCC2 (stereo not drawn)	25%	12	?	0	2%	?

The main list resumes, starting two compounds before the break.
SMILES	FBPA Giardia inh	Shiga inhibitor	Pf growth 48h	Cycloheximide cs	Sm TGR block	Pf growth 96h
c1ccc(C2=NN(c3ccccc3)C(c3ccco3)C2)cc1 (stereo not drawn)	-3%	32	?	9	2%	?
CCOc1ccccc1NC(=O)CN1C(=O)COc2ccc(S(=O)(=O)N3CCOCC3)cc21	·	-5	-12%	-2	-9%&1%	0%
CCOC(=O)c1c(-c2ccccc2Cl)csc1NC(=O)CSc1nc(C)cc(=O)[nH]1	11%	-10	-24%	-2	-12%	12µM*
O=C(COc1ncnc2sccc12)Nc1ccc2c(c1)OCCO2	-1%	-6	·	13	11%[11.4 µM]	52%[activator]
NC1=NC(=Nc2cccc(S(=O)(=O)N3CCOCC3)c2)c2ccccc21	1%	-10	10%	-1	-2%	6%
CC(=O)Nc1ccc(N/C=C2/CCCC2=O)cc1	-12%	49*	28%	11*	?	0%
COc1cc(C2CC(=O)Oc3cc(O)ccc32)cc(OC)c1OC (stereo not drawn)	1%[89.2 µM]	i	·	-2	·	·
COc1ccc(CN2CCCC(C(=O)N(C)Cc3ccccc3)C2)cc1OC (stereo not drawn)	?	-17	-14%	-4	6%	-13%
Cc1nnc(SCC(N)=O)n1CCc1ccccc1	-9%	14	-7%	-2	-17%	9%
Cc1cc(C(=O)Nc2cccc(S(=O)(=O)N3CCCC3)c2)c2ccccc2n1	·	·	?	·	-4%	?
O=C(NCc1ccccc1)c1cc(-c2ccncc2)nc2ccccc12	5%	8	?	-2	0%	?
CCOc1ccc(-n2c(=S)sc3c(=O)[nH]c(SCC(=O)NC(C)CC)nc32)cc1 (stereo not drawn)	23%	-5	·	1	0%	?
O=C(NN1CCOCC1)c1ccccc1	·	-22	?	6	8%	10%
O=C(CSc1nnnn1C1CCCCC1)Nc1cccc(NC(=O)c2ccco2)c1	5%	1	?	10	0%	?
COc1ccc(N/C=C/C(=O)c2cc(OC)c(OC)c(OC)c2)cc1	11%	·	-12%	17*	5%	-17%
NC(=O)c1ccc(NC(=O)CCN2C(=O)c3ccccc3C2=O)cc1	1%	-10	10%	-1	4%	4%
COc1ccccc1CNC(=O)c1cccc(-c2ccc(C)c3ccccc23)n1	4%[89.2 µM]	-13	?	11&-1	-17%	15µM*
CCn1c(SCC(=O)c2[nH]c(C)c(C(C)=O)c2C)nnc1-c1cccs1	-27%	-14	27%	-2	-28%	-7%
O=C(c1ccc(CSc2ccc(Cl)cc2)cc1)N1CCCC1	-1%	61*	4%[5.75 µM]	23	-2%	3%
O=C(O)/C=C\C(=O)Nc1ccccc1C(=O)NCc1ccccc1	7%	-2	13%	9	?	-11%
COC(=O)c1ccc(OCC(O)CN(CCO)CCO)cc1 (stereo not drawn)	11%	32	0%	1	-1%	-12%
O=c1[nH]c(=O)n(Cc2ccccc2)c2c1CCC2	2%	1	1%	4	-1%	·

6 entries picked at random from the list so far:
SMILES	FBPA Giardia inh	Shiga inhibitor	Pf growth 48h	Cycloheximide cs	Sm TGR block	Pf growth 96h
O=c1[nH]c(=O)n(Cc2ccccc2)c2c1CCC2	2%	1	1%	4	-1%	·
O=C(NCc1ccccc1)c1cc(-c2ccncc2)nc2ccccc12	5%	8	?	-2	0%	?
O=C(NN1CCOCC1)c1ccccc1	·	-22	?	6	8%	10%
c1ccc(C2=NN(c3ccccc3)C(c3ccco3)C2)cc1 (stereo not drawn)	-3%	32	?	9	2%	?
Cc1cc(C(=O)Nc2cccc(S(=O)(=O)N3CCCC3)c2)c2ccccc2n1	·	·	?	·	-4%	?
O=C(Cn1cnc2ccccc2c1=O)OCC(=O)c1ccc2c(c1)OCCO2	4%	-19	·	2	5%[11.4 µM]	-27%

Next structures:
SMILES	FBPA Giardia inh	Shiga inhibitor	Pf growth 48h	Cycloheximide cs	Sm TGR block	Pf growth 96h
CCN(CC)C(=O)Cn1c(=O)n(-c2ccccc2)c(=O)c2c3c(sc21)CCC3	7%	2	·	-2	-1%&-20%	?
Cc1nn(C)cc1CNC(=O)Nc1ccc(Cl)cc1	0%	59*	135%[activator]	22*	-8%	100%[activator]
NC(=O)COc1ccc(/C=C2\C(=O)ON=C2c2ccccc2)cc1	·	·	-17%	·	?	-1%
CN1C(=O)C(C)(C)c2cc(S(=O)(=O)NCC3CCC(C(=O)NCc4ccccc4)CC3)ccc21 (stereo not drawn)	0%	-4	-19%	-1	7%	16%
COc1ccc(OC)c2c1sc(=NC(=O)C(C)C)n2C	-6%	-2	·	-9	4%	-62%
COc1ccc(N(CCC#N)S(=O)(=O)c2ccc(Cl)cc2)cc1	14%	43*	·	5	-7%	-20%
Cc1ccc(N(C(=O)c2ccncc2)C2C=CS(=O)(=O)C2)cc1 (stereo not drawn)	2%	1	10%	6	-16%	-1%
Cc1ccc(C(=O)N/C(=C\c2cn(C)c3ccccc23)C(=O)NCCCN2CCOCC2)cc1	·	11	?	-1	-12%	-9%
O=C(NC(=S)NNC(=O)c1ccccc1O)c1cccs1	·	22	?	10	5%	1%
O=C(O)/C=C/C(=O)NC1CC1	4%	3	6%	-2	-5%	?
O=C(NN=C1c2ccccc2-c2ccccc21)c1ccccn1	-5%	61	38%[activator]	1	-1%	29%
COc1ccc(-c2nn(-c3ccccc3)cc2C2CC(c3cccs3)=NN2C(=O)CCC(=O)O)cc1 (stereo not drawn)	16%	-11	?	-2	-16%	?
CCOC(=O)CSc1nc(N)nc(C)c1Cl	8%	12	55%[activator]	-3	-3%	46%[activator]
COc1cc(/C=C(/C#N)c2nc(-c3cc4ccccc4oc3=O)cs2)cc([N+](=O)[O-])c1O	-9%	-14	2.3µM*	0	16%	?
COc1ccc(NC(=O)CN(C)S(=O)(=O)c2ccc3c(c2)CC(C)N3C(C)=O)c(OC)c1 (stereo not drawn)	3%	9	?	2	2%	7.4µM*
Cn1c(=O)[nH]c(=O)c2c1nc(OC(=O)c1ccccc1)n2CC(O)COc1ccccc1 (stereo not drawn)	20%	20	-15%	-3	-2%	?
CC1=CC(C)(C)NC(=S)N1c1cccc(C)c1	-12%	-7	?	-5	-16%	?
CCOC(=O)c1c(NC(=O)c2ccccc2C)sc2c1CC(C)(C)OC2	-4%	6	·	2	12%	?
CCn1c(N2CCN(C(=S)NC)CC2)nc2ccccc21	-1%	-3	3%	16	12%	-2%
Cc1ccc2nc(C)cc(NCCO)c2c1	2%	-7	-15%	-1	3%	·
CC1CC1C(=O)OCC(=O)NCc1ccccc1Cl (stereo not drawn)	5%	-17	8%	4	?	102%[activator]
Cc1ccc2[nH]c3c(=O)n(Cc4ccccn4)cnc3c2c1	5%	11	?	-1	-3%	-4%
CC(c1ccccc1)N1CCn2c(nc3cc(NC(=O)NC4CCCCC4)ccc32)C1 (stereo not drawn)	?	3	·	7	?	?
Cn1cccc1Cc1nnc(SCC(=O)Nc2cccc(F)c2)n1-c1ccc(F)cc1	-7%	18	?	-4	-14%	?
Cc1ccccc1NC(=O)CCN1CCCC1	-4%	5	34%[activator]	-3	0%	80%[activator]
Cc1ccc(NC(=O)CN(C)C(=O)COC(=O)c2nc3nccc(C)n3n2)cc1	·	·	-10%	·	-8%	-8%
CCCN(CC(=O)Nc1ccccc1C)C(=O)c1ccc(S(=O)(=O)N2CCC(C)CC2)cc1	·	·	?	·	0%	-15%
